Screening data (PubChem BioAssay)
ERG-DNA inh – blocks human ERG Ets domain binding to DNA; AID 624246; 370,000 compounds, 0.028% hits; fluorescence polarization, His-ERG Ets domain / labelled DNA; Potency, µM (top dose mostly 76.9 µM), for the others: top-dose FP activity, negative = inhibition, most hits filed as inhibitors; active means well fitted inhibition curve with a large enough effect in the polarisation, with a control signal flat; inconclusive means small, poorly fitted or top-dose-only effect, or effect the other way, or a change in a side signal; inactive means no such curve, though single readings can be large or run the other way; the % refers to the polarisation;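 further: polarization taken with two DNA probes labelled with fluorescein and Texas red; potency means the concentration at half of the fitted maximal effect; % of control where 0% means no effect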
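His-tagged ERG Ets domain (1 uM in the protein solution; 300mM KCl, 50mM Tris-HCl, 1mM EDTA, 1mM DTT, pH 7.5) received compound, then a probe mix of 5 nM fluorescein-DNA and 100nM Texas-615-DNA. Fluorescence polarization was read for both dyes.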
Apoferritin bind – binds horse apoferritin like a general anesthetic; AID 485281; apoferritin/1-aminoanthracene competitive binding, fluorescence; 350,000 compounds, 0.074% hits; P02791; Potency, µM (titrated, usually from 77.5 µM), without a hit: top-dose activity change, negative = displacement, actives largely listed as inhibitors; further: potency means the concentration at half of the fitted maximal effect; on the % scale 0 is the no-effect control and ±100 the full control effect; nearly all actives have a fitted effect of over 20% in size
Target sequence (P02791 2-175 limits assumed): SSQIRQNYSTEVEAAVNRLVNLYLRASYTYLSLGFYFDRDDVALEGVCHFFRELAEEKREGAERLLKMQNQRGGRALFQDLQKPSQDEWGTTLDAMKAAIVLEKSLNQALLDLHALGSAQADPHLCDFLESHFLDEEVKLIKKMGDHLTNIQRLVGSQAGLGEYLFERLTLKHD
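Horse-spleen apoferritin (10 uM) was mixed with 50% saturated 1-aminoanthracene in PBS, exposed to compounds for 10 min at room temperature, and read for fluorescence (ex 380 nm, em 535 nm). Competitive displacement was fitted with a four-parameter Hill equation.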
POLK inh – blocks human DNA polymerase kappa activity; Q9UBT6; purified Pol kappa, fluorescent DNA synthesis assay, 10 min; Potency, µM (series often up to 107 µM), inactives show at the top dose activity, negative = inhibition, actives largely listed as inhibitors; 400,000 compounds, 0.53% hits; AID 588579; further: potency means the concentration at half of the fitted maximal effect; on the % scale 0 is the no-effect control and ±100 the full control effect
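Activity was followed as the change in fluorescence between reads at 0 and 10 min after starting the reaction with 50 nM substrate. Beforehand, 10 nM polymerase had been preincubated with compound for 15 min at room temperature.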
Pol beta inh – DNA polymerase beta (human) inhibition; Pol beta primer extension/strand displacement, fluorescence kinetic; Potency, µM (doses to about 114 µM), without a hit: at the highest dose activity change, negative = inhibition, actives largely listed as inhibitors; 340,000 compounds, 1.3% hits; AID 485314; further: potency means the concentration at half of the fitted maximal effect; on the % scale 0 is the no-effect control and ±100 the full control effect
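Curves were derived by four-parameter Hill fits of normalized qHTS data. The kinetic fluorescent primer-extension read was taken at 0 and 10 min after 50 nM substrate, following a 15 min room-temperature preincubation of 10 nM enzyme with compounds.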
BLM helicase inh – inhibitors of human Bloom syndrome helicase BLM; P54132; recombinant BLM DNA unwinding, fluorescence dequenching; Potency, µM (doses to about 56.1 µM), for the others: at the highest dose activity change, negative = inhibition, actives largely listed as inhibitors; 350,000 compounds, 0.2% hits; AID 2528;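 further: potency means the concentration at half of the fitted maximal effect; plate controls were vehicle for no effect and no enzyme for full effect; nearly all actives have a fitted effect of over 35% in size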
TRHR ag – activates the human TRH receptor | P34981 | TRHR cells, calcium flux fluo-8, FDSS agonist mode | activation, % at 2 µM | 360,000 compounds, 0.18% hits; in the data active means activation above about 30%; further: 0% is about no effect
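TRHR-expressing cells loaded with fluo-8 calcium dye; 23 nL library compound pin-transferred, kinetic FDSS fluorescence (Ex 480/Em 530) recorded about 180 s for agonist-induced calcium release, before a 10 nM TRH EC20 addition for potentiator mode.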
ALOX12 inh – blocks human arachidonate 12S-lipoxygenase | 580,000 compounds, 1.1% hits | purified 12hLO, xylenol orange hydroperoxide absorbance | AID 1671190 | P18054 | Potency, µM (titrated, usually from 108 µM), without a hit: at the highest dose activity change, negative = inhibition, actives largely listed as inhibitors; further: potency means the concentration at half of the fitted maximal effect; on the % scale 0 is the no-effect control and ±100 the full control effect
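Purified human 12hLO (150 nM final) in 25 mM Hepes, 0.01% Triton X-100, pH 7.0 was preincubated 15 min at room temperature with compound. Then 40 uM arachidonic acid was added, 30 min. Hydroperoxide was read by Fe-XO absorbance ratio 573/405 nm.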
APEX1 inh – inhibitors of human APE1 endonuclease. P27695. recombinant APE1, TAMRA/BHQ-2 abasic DNA cleavage fluorescence. Potency, µM (titrated, usually from 65.8 µM), for inactives: at the highest dose activity change, negative = inhibition, actives largely listed as inhibitors. 350,000 compounds, 0.35% hits. AID 2517;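 further: potency means the concentration at half of the fitted maximal effect; plate controls were vehicle for no effect and reference inhibitor for full effect; nearly all actives have a fitted effect of over 55% in size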
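Kinetic fluorescence read (525 ex/598 em nm, three reads 60 s apart) of AP-site incision; signal = third minus first read. Enzyme 0.75 nM, dual-labelled THF duplex 50 nM, compound preincubation 15 min RT.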
POLI inh – blocks human DNA polymerase iota activity; Q9UNA4; Pol iota fluorescent replication assay, 10 min; Potency, µM (doses to about 115 µM), for inactives: at the top dose activity, negative = inhibition, actives largely listed as inhibitors; 390,000 compounds, 1% hits; further: potency means the concentration at half of the fitted maximal effect
Target sequence (Q9UNA4 whole entry, looked up): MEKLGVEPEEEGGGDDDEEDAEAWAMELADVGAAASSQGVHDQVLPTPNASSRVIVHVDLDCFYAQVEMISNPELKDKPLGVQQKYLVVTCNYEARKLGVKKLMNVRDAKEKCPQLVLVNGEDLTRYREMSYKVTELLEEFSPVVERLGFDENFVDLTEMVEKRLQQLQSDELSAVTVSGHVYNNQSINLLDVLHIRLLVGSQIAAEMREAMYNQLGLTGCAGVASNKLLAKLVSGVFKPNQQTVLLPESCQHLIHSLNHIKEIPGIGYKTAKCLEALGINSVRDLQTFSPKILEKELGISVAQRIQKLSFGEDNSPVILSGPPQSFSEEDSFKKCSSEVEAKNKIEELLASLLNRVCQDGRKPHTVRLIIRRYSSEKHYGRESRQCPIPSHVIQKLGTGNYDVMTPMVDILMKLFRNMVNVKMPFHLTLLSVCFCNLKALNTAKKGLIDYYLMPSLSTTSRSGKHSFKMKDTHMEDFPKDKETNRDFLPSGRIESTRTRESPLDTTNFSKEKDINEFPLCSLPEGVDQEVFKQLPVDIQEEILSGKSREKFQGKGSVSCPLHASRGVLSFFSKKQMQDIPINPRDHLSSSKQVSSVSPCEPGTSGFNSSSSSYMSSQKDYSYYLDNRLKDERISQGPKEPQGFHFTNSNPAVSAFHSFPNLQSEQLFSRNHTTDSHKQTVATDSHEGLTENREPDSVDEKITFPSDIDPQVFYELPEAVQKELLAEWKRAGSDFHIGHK
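Fluorescent replication assay read twice, at 0 min and 10 min after adding 50 nM (final) substrate. Enzyme (10 nM) and compounds were first incubated 15 min at room temperature; enzyme-free buffer wells were negative controls.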
Numbers without * were called inactive; ? = inconclusive; . = no result given; & = joins results of further samples; [ ] = remark or other dose. Unless noted, the call rests on the fitted dose curve; in most records, active means well fitted curve in the direction sought with a large enough effect; inconclusive means small, poorly fitted or top-dose-only effect, or another doubt; inactive means no such curve, though single readings can be large; an effect the other way counts as inactive or inconclusive. Some of the compounds tested, so the mix of outcomes need not match the whole.

Molecule	POLK inh	APEX1 inh	BLM helicase inh	ALOX12 inh	Apoferritin bind	TRHR ag	Pol beta inh	POLI inh	ERG-DNA inh
CN(C)S(=O)(=O)c1cccc(NC(=O)COC(=O)c2cc3ccccc3oc2=O)c1	-1%	-3%	0%	15%	-12%	-0.7	8%	-6%	5%
Cn1cc(C(=O)O)c(-c2ccc3c(c2)OCCCO3)n1	-11%	-8%	-3%	0%	-1%	0.6	16%	33%[activator]	-5%
COc1cnn(-c2ccc(F)cc2)c(=O)c1Br	-12%	4%	-8%	-16%	-1%	-0.6	16%	15%	2%
CCCCCCCN1CCC(=O)N(CCO)CC1	15%&-9%	3%	2%	-3%	0%	0.6	24%	12%&28%	-8%
CC(C)(C)OC(=O)[C@H](CCCCN)NC(=O)c1[nH]cnc1C(=O)N[C@@H](Cc1ccccc1)C(=O)OCc1ccccc1	10%	12%	.	.	.	.	.	26%	4%
CCOc1ccc(CSC(CC(=O)O)C(=O)O)cc1 (configuration not stated)	-13%	4%	-2%	?	-20%	-0.4	?	-7%	-1%
COc1cc(-c2cc(=O)c3c(O)c(OC)c(OC)cc3o2)cc(OC)c1O	79µM*	?	-4%	-21%	-10%	-0.8	28µM*	?	13%
COc1cccc(C(=O)N2CC(=O)Nc3ccc(C)cc3C2c2ccc(F)cc2)c1OC (configuration not stated)	-14%	.	-7%	-27%	-5%	0.5	6%	?	1%
COc1ccc(NC(=S)N(CCCN2CCOCC2)C(C)c2cc3ccccc3o2)cc1 (configuration not stated)	-2%	1%	-5%	0%	-1%	-0.2	12%	12%	-6%
O=C(CSc1nnc(COc2ccccc2)o1)N1CCN(c2ccccc2)CC1	-5%&-9%	-6%	5%	6%	-9%	-0.9	36%	38%&-7%[activator]	-9%
COCCN(CCOC)c1cc(C)c(C#N)c2nc3ccccc3n12	-22%	-5%	-3%	0%	406%[activator]	-1.6	-16%	-6%	-2%
Cn1nccc1C(=O)N1CCN(S(=O)(=O)c2ccc(Br)s2)CC1	-8%	16%	-2%	-7%	-7%	0.2	17%	5%	-1%
CCCOc1ccc(-c2cccc(NS(=O)(=O)c3ccc(CC)cc3)c2)nn1	-9%[60.1 µM]	.	-12%	-11%	-16%	-0.3	0%	3%	3%
OC(COc1ccc2ccccc2c1)CN1CCOCC1 (configuration not stated)	0%&-5%	2%	1%	-9%&0%	1%	0.2	7%	2%&-3%	23%&-1%
Cc1cc(Oc2cc(NN3CCCCC3)c([N+](=O)[O-])cc2[N+](=O)[O-])c(C(=O)c2ccccc2)cc1Cl	3%	41%	-2%	-2%	?	-0.2	-8%	20%	-10%
COc1ccc(CNC(=O)CNS(=O)(=O)c2cccc(C#N)c2)cc1OC	-2%	59%[activator]	-3%	0%	-5%	0.7	-7%	38%[activator]	-9%
CCc1ccc(NC(=O)C2(c3ccccc3)CC2(Cl)Cl)cc1 (configuration not stated)	-28%	-3%	-12%	0%	?	5.5	?	-6%	-5%
C[C@H]1CN([C@@H](C)CO)C(=O)c2cc(NC(=O)NC3CCCCC3)ccc2O[C@H]1CN(C)C(=O)Nc1ccc(C(F)(F)F)cc1	6%	10%	.	-19%	.	.	.	1%	-7%
CC(=O)c1ccc(S(=O)(=O)N(C)CCCC(=O)NCc2ccc3c(c2)OCO3)cc1	-10%	37%	.	-20%	.	-0.4	.	-6%	7%
Cc1nn(CCC(=O)NCc2ccc(OC(C)C)cc2)c(=O)c2nn(-c3ccccc3)c(C)c12	-12%	10%	4%	22%	-6%	0.3	-7%	4%	4%
CN(C)C(=O)CCc1ccc2c3c([nH]c2c1)[C@]1(C)[C@@H](C(=O)N2CCCCC2)C[C@H](CC(=O)NC(C)(C)C)C(=O)N1CC3	-11%	1%	.	-3%	.	.	.	?	-1%
O=C(NC(=S)Nc1nc2c(ccc3ccccc32)s1)c1cccs1	-5%	7%	-10%	-25%	-2%	-0.3	14%	?	-10%
CCc1cccc(NC(=O)c2cn3c4c(ccc(Cl)c4c2=O)OC(C)C3)c1 (configuration not stated)	-3%	.	-9%	-23%	-6%	2.4	0%	-14%	-3%
Fc1ccc(C2CCCN2Cc2nc(CC3CC3)no2)cc1 (configuration not stated)	-4%	13%	-2%	9%	-7%	-0.3	12%	42%[activator]	-6%
COc1cc(NC(=S)NCc2cccnc2)cc(OC)c1OC	-12%	7%	-4%	-1%	-7%	0.2	1%	6%	-7%
CCCSc1nnc(Nc2ccccc2C)s1	-17%	4%	-3%	-27%	?	0.2	2%	7%	0%
Cc1c(C(=O)Nc2ccccc2F)cnn1-c1ccccc1	-10%	29%	-7%	-19%	-7%	-2.3	0%	-9%	-7%
O=C(C1CC(=O)N(c2ccccc2)C1)N1CCN(c2ccc(F)cc2)CC1 (configuration not stated)	1%	58%	-2%	-13%	-4%	-0.4	1%	23%	1%
COc1cccc(C(=O)c2c(N)c(-c3nc(-c4ccccc4)cs3)c3ccccn23)c1	-3%	.	-5%	-24%	-8%	0.5	21%	7%	-1%
Cc1cc(C(=O)NCCC(C)C)c2ccccc2n1	-14%	16%	-1%	10%	41%[activator]	0.2	32%	44%[activator]	1%
Cn1cnc2ncnc(Oc3ccc(Br)cc3)c21	-11%	.	.	-1%	.	.	.	55%[activator]	5%
COC(=O)Nc1nc(Sc2ncc(C(F)(F)F)cc2Cl)n[nH]1	11%	-10%	2%	0%	6%	0.4	16%	?	-7%
COc1ccc(/C=N/Nc2cc(N3CCOCC3)ncn2)c(OC)c1	-16%	-34%	2%	15%	-1%	-0.8	10%	-3%	?
COC(=O)CSc1nc2nc(-c3cccs3)cc(C(F)(F)F)c2c(=O)[nH]1	8%	-4%	-2%	1%	14%	-0.6	8%	-19%	9%
O=C(c1cc2ccccc2oc1=O)N(Cc1ccccc1)Cc1ccc2c(c1)OCO2	-17%	-8%	0%	?	5%	-0.7	-3%	11%	-4%
CO/N=C(\CCC(=O)O)c1cccs1	-4%	2%	2%	-10%	1%	0.3	-3%	-6%	-1%
O=C(CSc1c(Cl)cccc1Cl)NC1CCCc2ccccc21 (configuration not stated)	0%	-8%	-5%	?	-9%	1.0	?	?	-7%
Nc1nnc(CC(=O)N/N=C/c2cccc(OCCOc3ccccc3)c2)s1	0%	-6%	-1%	0%	-12%	0.0	12%	1%	13%
Cc1cc(C)nc(N(C#N)CC(=O)c2ccccc2)n1	-1%	6%	13%	-19%	-6%	-0.1	-26%	2%	-7%
CC(=O)N1CCN(C(=S)NCCc2ccccc2)CC1	2%	0%	-3%	-15%	-9%	0.6	13%	14%	-10%
O=C(CCNc1n[nH]c(=O)[nH]c1=O)N/N=C/c1ccccc1Br	-9%	4%	-3%	-8%	-3%	0.2	13%	39%[activator]	4%
O=C(COC(=O)CCS(=O)(=O)c1ccc(Cl)cc1)NCCc1ccc(Cl)cc1Cl	-16%	13%	2%	-12%	4%	1.1	11%	-7%	8%
O=C(Cc1cccs1)Nc1nnc(Cc2ccc(F)cc2)s1	.	2%	-10%	0%	-8%	-0.5	40µM*	.	.
CC(=O)Nc1cc(C(=O)N2CCN(C)CC2)ccc1S(=O)(=O)c1ccc(C)cc1	-19%	?	-1%	-3%	-7%	-0.2	8%	-11%[58.9 µM]	-1%
Cc1ccc(Cn2ccnc2SCC(=O)Nc2ccc3c(c2)OCO3)cc1	-3%[60.1 µM]	.	-8%	-10%	2%	-0.9	0%	-1%	-17%
CC(C)c1ccc(NC(=O)c2ccc(F)c(S(=O)(=O)N3CCCCCC3)c2)cc1	-7%[60.1 µM]	.	1%	-28%	3%	0.6	32%	40%[activator]	1%
O=C(Nc1ccc2c(c1)OCO2)C1CCCCN1S(=O)(=O)c1ccc(F)cc1 (configuration not stated)	-7%	2%	-8%	0%	-15%	-1.1	17%	8%	-12%
CCC(=O)N1c2ccc(S(=O)(=O)CCC(=O)Nc3ccc(OC)cc3OC)cc2CC1C (configuration not stated)	-5%&0%	74%	2%&-1%	?	-6%&-5%	-0.5&-0.2	-5%&17%	10%&24%	9%&-5%
Cc1ccc(C(C)C)c(OCC(O)CN(C)Cc2ccccc2)c1 (configuration not stated)	-9%	5%	-6%	?	1%	0.1	0%	43%[activator]	0%
COc1ccc(-c2csc(N3CCN(c4cc5c(cc4Cl)nc(-c4ccncc4)n5CCOCCO)CC3)n2)cc1	7%	23%	-4%	-3%	-15%	0.5	0%	?	9%
CO/N=C(\C(=O)O)c1csc(NN=C(C)C)n1	-11%	-2%	-2%	-8%	-6%	0.9	-4%	?	-9%
